PHOSPHO1 inh = PubChem AID 1565 | recombinant PHOSPHO1, absorbance phosphatase assay | inhibition, % at 13.3 µM | actives 1.1% (n = 290,000); in the data active means inhibition above about 60%
Target sequence (Q8TCT1 whole entry, looked up): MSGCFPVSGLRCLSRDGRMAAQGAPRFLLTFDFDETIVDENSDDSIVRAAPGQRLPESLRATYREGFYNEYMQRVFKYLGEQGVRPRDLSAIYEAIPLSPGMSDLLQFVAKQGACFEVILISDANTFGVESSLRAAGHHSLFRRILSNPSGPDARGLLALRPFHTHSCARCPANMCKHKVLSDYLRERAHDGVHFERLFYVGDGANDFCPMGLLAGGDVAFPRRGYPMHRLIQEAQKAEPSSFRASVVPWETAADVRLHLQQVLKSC
CRFBP-R2 block = antagonists of CRF-BP/CRF-R2 complex, primary screen, cell-based, HEK293, calcium dye fluorescence, uHTS; CRF-induced calcium fluorescence; actives 0.59% (n = 350,000); inhibition, % at 11.8 µM;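 active means inhibition of the ligand-induced calcium signal above about 50% at the single tested concentration, limit read from the data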
CRFR2-BP ag = agonists of CRF-BP/CRF-R2 complex, primary screen, cell-based, HEK293, calcium dye fluorescence, uHTS. CRF-binding protein / CRF receptor 2 complex (human). calcium dye fluorescence (FLIPR); percent of saturating CRF peptide response. activation, % at 13.2 µM. actives 0.46% (n = 350,000);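 active means activation of at least 50%, plus an integration ratio under a set limit after plate pattern correction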;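 further: plate controls were neutral control wells without compound for no effect and CRF at EC100 for full effect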
pCIP destab = p/CIP-EGFP fusion destabilizers, primary screen, fluorescence, F442A cells; decrease of EGFP signal, % at 10 µM; actives 0.01% (n = 290,000); 16 h; Q05BA5;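 active means EGFP signal decrease of at least 30% at 10 µM or well 3 SD below plate mean, unless failing retest; inactive means the rest, including hits failing retest or dose response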; further: some compounds called inactive have numbers as strong as hits; many of its hits are not listed in these tables
IDE cell activ = human IDE activators in live cells, primary screen, fluorescence polarization, HEK cells, FAbeta-B substrate; Insulin-degrading enzyme (Homo sapiens), P14735; actives 0.073% (n = 340,000); FAbeta-B cleavage; 0% vehicle, 100% cell-free pure enzyme wells; activation, % at 5.96 µM; AID 493087, 2011;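 active means activation above the mean of all tested compounds plus 3 SD, set per screening campaign, cut at about 17% in these data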
IDE cell inh = human IDE inhibitors in live cells, primary screen, fluorescence polarization, HEK cells, FAbetaB substrate; inhibition, % at 5.59 µM; FAbetaB cleavage; Insulin-degrading enzyme (Homo sapiens), P14735; actives 0.41% (n = 320,000);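 active means percent inhibition above the average of all tested compounds plus 3 SD, set per screening campaign, cut at about 16% in these data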;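 further: IDE supplied by intact live HEK cells; FP after avidin binding of uncleaved biotin substrate so inhibition keeps polarization high; 0% = DMSO wells and 100% = 60 µM reference IDE inhibitor Ii1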
GalR3 antagonist = GalR3 antagonists in HEK293 cells, primary screen, cell-based, fluorescence readout. inhibition, % at 3 µM. actives 0.44% (n = 360,000). HEK293 GalR3-CNG cAMP membrane potential fluorescence; galR3 body fused to GalR1 C-terminus. Galanin receptor type 3 (Homo sapiens), O60755;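 active means inhibition above the screen-wide average plus 3 SD, cut at about 13% in these data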;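 further: forskolin and galanin both at EC90 stimulate the cells; cAMP rise reported by CNG channel membrane potential dye signal; 0% = forskolin plus galanin with DMSO and 100% = forskolin alone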
Target sequence (O60755 1-299 limits assumed): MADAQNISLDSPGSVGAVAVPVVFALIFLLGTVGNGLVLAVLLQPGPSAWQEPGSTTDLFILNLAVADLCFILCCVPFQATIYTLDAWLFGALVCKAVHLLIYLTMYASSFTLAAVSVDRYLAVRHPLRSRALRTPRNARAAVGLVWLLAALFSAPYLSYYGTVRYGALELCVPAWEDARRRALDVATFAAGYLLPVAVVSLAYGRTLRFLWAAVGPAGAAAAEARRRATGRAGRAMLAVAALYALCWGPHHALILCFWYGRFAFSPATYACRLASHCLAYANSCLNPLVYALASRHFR
CHRM4 PAM = human M4 muscarinic receptor positive allosteric modulators, primary screen, CHO-K1 cells, Fluo-8 calcium fluorescence; Muscarinic acetylcholine receptor M4 (Homo sapiens), P08173; CHO-K1 hM4/Gqi5, ACh EC20; 0% = ACh EC20, 100% = maximal ACh; activation, % at 3 µM; actives 0.4% (n = 360,000); AID 624126, 2012;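 active means activation above its plate's cutoff, the mean activation of sample wells plus 3 SD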; further: some results filed as inactive read as strong as hits
Target sequence (P08173 whole entry, looked up): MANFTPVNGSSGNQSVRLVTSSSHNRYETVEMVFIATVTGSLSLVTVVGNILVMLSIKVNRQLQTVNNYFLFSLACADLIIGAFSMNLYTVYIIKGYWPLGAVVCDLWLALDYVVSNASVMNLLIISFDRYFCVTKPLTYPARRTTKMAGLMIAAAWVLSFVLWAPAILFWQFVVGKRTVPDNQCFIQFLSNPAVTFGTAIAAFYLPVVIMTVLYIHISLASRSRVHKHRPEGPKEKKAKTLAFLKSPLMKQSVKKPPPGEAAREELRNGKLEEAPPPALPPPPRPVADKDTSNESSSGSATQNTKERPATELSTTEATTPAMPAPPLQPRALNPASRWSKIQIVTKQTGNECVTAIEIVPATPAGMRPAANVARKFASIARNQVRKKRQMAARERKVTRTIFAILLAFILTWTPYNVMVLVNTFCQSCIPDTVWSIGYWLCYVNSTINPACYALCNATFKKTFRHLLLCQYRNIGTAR
MEKK3 PB1 HTS = modulators of MEKK3-MEK5 PB1 binding, primary screen, biochemical, wildtype MEKK3, multiplex bead flow cytometry, Alexa488-MEK5. Mitogen-activated protein kinase kinase kinase 3 (Homo sapiens), Q99759. bead-based flow cytometry, Alexa488-MEK5 binding to MEKK3; actives lie on both sides; 0 = blocked by unlabeled MEK5, 100 = vehicle. binding response (% of control), % at 10 µM. actives 1.4% (n = 290,000). AID 1529, 2009;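 active means binding response more than 3 SD above or below the average of its plate-row segment, actives on both sides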;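 further: Alexa488 bead fluorescence after subtracting the streptavidin-only scavenger bead signal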
Starred values were filed as active, the others as inactive; / = not tested or not shown. Rows were taken by chance, and some 4.2% of all compounds hit somewhere here.

Keys: A = PHOSPHO1 inh; B = CRFBP-R2 block; C = CRFR2-BP ag; D = pCIP destab; E = IDE cell activ; F = IDE cell inh; G = GalR3 antagonist; H = CHRM4 PAM; I = MEKK3 PB1 HTS
[1] O=C(Cc1csc(NC(=O)Nc2ccc(Cl)cc2)n1)NC1CCCC1
  A: /	B: 25	C: -2.1	D: /	E: 0	F: 2	G: -5	H: -11	I: /
[2] CCOC(=O)C(NCCc1ccccc1F)(NC(C)=O)C(F)(F)F (stereo unspecified)
  A: -6	B: -5	C: 3.1	D: 0	E: 0	F: -2	G: 1	H: 0	I: 96
[3] N#CC(C#N)=C1c2cc(S(N)(=O)=O)ccc2-c2ccc(S(N)(=O)=O)cc21
  A: 53	B: -42	C: 4.7	D: -14	E: 2	F: /	G: -2	H: 4	I: 107
[4] CCOc1ccc(NC(=O)N2CCC(n3nnc4cc(C)ccc43)CC2)cc1
  A: 32	B: 23	C: -4.1	D: -4	E: 2	F: 4	G: -4	H: -6	I: 102
[5] CCCSC1=C(C#N)C(c2ccccc2C)CC(=O)N1 (stereo unspecified)
  A: -23	B: -12	C: -7.1	D: 6	E: 4	F: -3	G: 5	H: /	I: 106
[6] Cc1c(C#N)c2ccccc2n1CC(=O)NCc1ccccc1
  A: 17	B: 39	C: -0.5	D: 3	E: 10	F: -1	G: -4	H: 18	I: 99
[7] NC(=O)CCC(NS(=O)(=O)c1ccc(Cl)cc1)C(=O)NCc1ccccc1Cl (stereo unspecified)
  A: 9	B: 4	C: -0.1	D: 0	E: 6	F: 5	G: -7	H: 21	I: 93
[8] O=C(O)C1C2C=CC(C2)C1C(=O)Nc1cccc(Cl)c1 (stereo unspecified)
  A: 9	B: 3	C: 0.3	D: 2	E: 3	F: 7	G: -7	H: 1	I: 107
[9] O=C(Nc1ccc2c(c1)OCO2)O[C@@H]1C[C@H]2CCCC(=O)N3CC[C@@H](C1)[C@@H]23
  A: -2	B: -2	C: -1.2	D: 0	E: 4	F: -2	G: 2	H: 0	I: 97
[10] CCOC(=O)c1ccc(NCc2cccnc2)cc1
  A: 14	B: 12	C: -0.1	D: 7	E: -4	F: 2	G: -8	H: 2	I: 114
[11] O=C(Cc1ccccc1)Nc1nc(-c2cccs2)cs1
  A: 8	B: 19	C: 1.9	D: 7	E: 3	F: 1	G: -4	H: 2	I: 106
[12] COc1ccc(S(=O)(=O)N2CCC(C(=O)N3CCCC3)CC2)cc1
  A: -5	B: 2	C: 1.1	D: -23	E: 3	F: 1	G: -2	H: -1	I: 101
[13] Cc1ccccc1C(=O)c1cccn1CC(=O)NC(C)c1ccccc1 (stereo unspecified)
  A: 24	B: 7	C: -3.1	D: -1	E: 0	F: 7	G: -5	H: 3	I: 104
[14] CCOc1ccc(CN(C)C(=O)CNC(=O)c2sc3ccccc3c2Cl)cc1
  A: /	B: -12	C: 0.6	D: /	E: -4	F: -5	G: -3	H: 13	I: /
[15] CCOc1ccc(S(=O)(=O)NCCN2CCOCC2)c2ccccc12
  A: 2	B: 7	C: -0.4	D: 1	E: 6	F: 4	G: -1	H: 5	I: 98
[16] O=C(NCCN1CCOCC1)c1cc(S(=O)(=O)Nc2ccccc2F)c(Cl)cc1Cl
  A: 43	B: 6	C: 0.4	D: 5	E: -1	F: 0	G: -5	H: 7	I: 105
[17] Cc1cc(C)cc(NC(=O)CCNS(=O)(=O)c2ccc3c(c2)oc(=O)n3C)c1
  A: 2	B: 7	C: -1.6	D: 7	E: 5	F: 3	G: -3	H: 15	I: 90
[18] CCOC(=O)CSc1nnc(CNc2ccc(F)cc2)o1
  A: 25	B: 16	C: -0.9	D: -7	E: 2	F: -5	G: -7	H: 3	I: 108
[19] Cc1ccsc1CCNC(=O)C1CCC(=O)N(CCc2cccc(F)c2)C1 (stereo unspecified)
  A: 41	B: 13	C: -4.6	D: -15	E: -2	F: -5	G: -4	H: 2	I: 101
[20] CC(=O)NC(=S)Nc1ccc(NC(=O)COc2ccc(Cl)cc2Cl)cc1
  A: 18	B: -10	C: -1.9	D: -10	E: 2	F: 1	G: -6	H: -1	I: 99
[21] O=C(Nc1nnc(-c2ccc(Cl)cc2)o1)c1ccccc1Br
  A: -7	B: -3	C: -1.5	D: 0	E: 8	F: -4	G: -5	H: 4	I: 115
[22] Cc1ccc(S(=O)(=O)CCC(=O)OC(C)C(=O)Nc2ccc(N3CCOCC3)cc2)cc1 (stereo unspecified)
  A: /	B: -1	C: 0.7	D: /	E: 3	F: -2	G: -5	H: 7	I: /
[23] CCOc1ccc(NC(=S)Nc2cccc3cnccc23)cc1
  A: -1	B: 18	C: -1.5	D: 5	E: -2	F: 7	G: -3	H: 2	I: 105
[24] CCOC(=O)c1ccc(NC(=S)NCCCN2CCCC2=O)cc1
  A: 28	B: 16	C: -2.2	D: -18	E: 0	F: 1	G: -4	H: -7	I: 105
[25] COc1ccc(C(=O)NN(c2ccccc2)c2ccccc2)cc1
  A: 31	B: 32	C: 1.8	D: 7	E: 0	F: 2	G: -4	H: -5	I: 109

Quoted at random: 3 compounds from above, in no set order.
Keys: A = PHOSPHO1 inh; B = CRFBP-R2 block; C = CRFR2-BP ag; D = pCIP destab; E = IDE cell activ; F = IDE cell inh; G = GalR3 antagonist; H = CHRM4 PAM; I = MEKK3 PB1 HTS
[25] COc1ccc(C(=O)NN(c2ccccc2)c2ccccc2)cc1
  A: 31	B: 32	C: 1.8	D: 7	E: 0	F: 2	G: -4	H: -5	I: 109
[24] CCOC(=O)c1ccc(NC(=S)NCCCN2CCCC2=O)cc1
  A: 28	B: 16	C: -2.2	D: -18	E: 0	F: 1	G: -4	H: -7	I: 105
[16] O=C(NCCN1CCOCC1)c1cc(S(=O)(=O)Nc2ccccc2F)c(Cl)cc1Cl
  A: 43	B: 6	C: 0.4	D: 5	E: -1	F: 0	G: -5	H: 7	I: 105

Following part:
Keys: A = PHOSPHO1 inh; B = CRFBP-R2 block; C = CRFR2-BP ag; D = pCIP destab; E = IDE cell activ; F = IDE cell inh; G = GalR3 antagonist; H = CHRM4 PAM; I = MEKK3 PB1 HTS
[26] CN1CCN(CC(=O)Nc2ccc(Oc3ccccc3)cc2)CC1
  A: 7	B: -1	C: -0.6	D: -15	E: -1	F: -6	G: -6	H: 20	I: 104
[27] C[n+]1cc[nH]c1SCC(=O)c1ccc(Cl)cc1
  A: 29	B: -4	C: -1.1	D: -2	E: 1	F: 3	G: -6	H: 1	I: 100
[28] COC(=O)CC1C(=O)NCCN1C(=O)c1oc2c(C)c(C)ccc2c1C (stereo unspecified)
  A: /	B: -14	C: -0.3	D: /	E: /	F: /	G: -4	H: 6	I: /
[29] Nc1nnnn1/N=C/c1cc(Br)ccc1O
  A: /	B: 6	C: 0.3	D: /	E: /	F: 5	G: -7	H: 0	I: /
[30] CCOc1ccc(N2C(=O)CC(N3CCN(c4ccc(C(=O)c5ccncc5)cc4)CC3)C2=O)cc1 (stereo unspecified)
  A: /	B: 3	C: 0.9	D: /	E: 5	F: -2	G: 4	H: 7	I: 104
[31] Cc1ccc(CNC(=O)COc2ccc(C)nc2[N+](=O)[O-])cc1
  A: -2	B: 9	C: -2.4	D: 6	E: -5	F: 0	G: 4	H: 1	I: 86
[32] O=C(Nc1ccc(F)cc1)c1oc2ccccc2c1NC(=O)C1CCCC1
  A: 29	B: -106	C: 36	D: -17	E: 4	F: 3	G: /	H: 1	I: 103
[33] c1ccc(CCn2cnc3ccccc32)cc1
  A: 16	B: -16	C: -1.4	D: 2	E: -4	F: 0	G: -6	H: 13	I: 97
[34] CC(C)CC(=O)N1CCN(Cc2ccccc2[N+](=O)[O-])CC1
  A: 0	B: -15	C: -0.3	D: -29	E: /	F: 2	G: 0	H: -1	I: 99
[35] Cn1c(=O)cc(SCC(=O)NCCCN2CCN(c3ccc(F)cc3)CC2)c2ccccc21
  A: 18	B: -15	C: 0.1	D: -9	E: 1	F: -3	G: -3	H: -3	I: 120
[36] Cc1ccc(-c2noc(CN(C(=O)CCCCCN3C(=O)c4ccccc4C3=O)C(C)C)n2)cc1
  A: 16	B: 10	C: -0.6	D: -1	E: 1	F: 1	G: 5	H: -15	I: /
[37] O=c1c2ccccc2nc2n1C(CSCc1ccccc1)CS2 (stereo unspecified)
  A: 7	B: 15	C: -0.6	D: -9	E: -11	F: 13	G: -4	H: 1	I: 104
[38] Cc1cccc(N/N=C/c2ccc(C)s2)c1
  A: 23	B: 16	C: -1.5	D: -1	E: 2	F: 2	G: -9	H: -4	I: 100
[39] CCc1nnc(NC(=O)[C@@H]2CCCN2S(=O)(=O)c2ccc3c(c2)OCCO3)s1
  A: 22	B: -9	C: -2.2	D: -6	E: 2	F: 2	G: -2	H: 6	I: 92
[40] Cc1cc(C)nc(CCNC(=O)c2cc(COc3c(C)cccc3C)on2)n1
  A: 33	B: 0	C: -6.7	D: -2	E: 7	F: -4	G: 3	H: 2	I: 99
[41] Cc1nc(NCCCO)c(C#N)c2c1COC(C)(C)C2
  A: 4	B: 19	C: -3.3	D: -9	E: -1	F: 6	G: -1	H: 0	I: 104
[42] CC(=O)N1c2ccc(S(=O)(=O)N(C)CC(=O)NC(C)c3ccccc3)cc2CC1C (stereo unspecified)
  A: 28	B: 4	C: -1.8	D: -8	E: 4	F: 2	G: -6	H: 2	I: 95
[43] Cc1ccc(NC(=O)CN(C)C(=O)Cn2nnc(-c3ccccc3C)n2)cc1
  A: /	B: -9	C: -4.9	D: /	E: -3	F: 9	G: -7	H: 6	I: /
[44] COc1ccc(CCNC(=O)Cn2c(=O)n(-c3ccc(C)c(F)c3)c(=O)c3sccc32)cc1OC
  A: -8	B: 4	C: -0.5	D: -1	E: -2	F: 8	G: -3	H: 32*	I: 97
[45] CCCn1nnnc1NC(=O)COc1ccc(CC)cc1
  A: 18	B: 16	C: -0.9	D: -11	E: 6	F: -5	G: -11	H: 1	I: 100
[46] CCC(CO)Oc1cc(NC(=O)c2ccccc2[N+](=O)[O-])c2ncn(C(C)C)c2c1 (stereo unspecified)
  A: /	B: -1	C: -1.8	D: /	E: 2	F: -2	G: -8	H: 5	I: /
[47] CCSc1nnc(NC(=O)[C@@H](NC(=O)c2cccc(C)c2)C(C)C)s1
  A: -3	B: -4	C: -1.9	D: -6	E: -2	F: 3	G: -10	H: 7	I: 93
[48] O=C(Nn1c(C2CCCCC2)nc2ccccc2c1=O)c1ccc(Cl)c([N+](=O)[O-])c1
  A: -19	B: 3	C: 27	D: -7	E: 2	F: 1	G: -6	H: -14	I: 98
[49] O=C(CCc1nnc(-c2ccsc2)o1)N1CCCCC1CCn1ccnc1 (stereo unspecified)
  A: 20	B: -8	C: -1.3	D: -4	E: 2	F: 7	G: -9	H: -2	I: 97
[50] O=C(NC1CCCCC1)C(c1ccccc1)N(Cc1ccco1)C(=O)Cn1cnc2ccccc21 (stereo unspecified)
  A: -12	B: 4	C: -2.0	D: -16	E: -1	F: /	G: -6	H: 8	I: 103
